# hcGAS lum: human cGAS inhibition | recombinant h-cGAS, ATP depletion, Kinase-Glo luminescence | inhibition, % at 12.5 µM | 0.081% of 290,000 active | AID 1259398;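 note: 0% = vehicle reaction and 100% = reaction without DNA for no activity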
# Target sequence (Q8N884 whole entry, looked up): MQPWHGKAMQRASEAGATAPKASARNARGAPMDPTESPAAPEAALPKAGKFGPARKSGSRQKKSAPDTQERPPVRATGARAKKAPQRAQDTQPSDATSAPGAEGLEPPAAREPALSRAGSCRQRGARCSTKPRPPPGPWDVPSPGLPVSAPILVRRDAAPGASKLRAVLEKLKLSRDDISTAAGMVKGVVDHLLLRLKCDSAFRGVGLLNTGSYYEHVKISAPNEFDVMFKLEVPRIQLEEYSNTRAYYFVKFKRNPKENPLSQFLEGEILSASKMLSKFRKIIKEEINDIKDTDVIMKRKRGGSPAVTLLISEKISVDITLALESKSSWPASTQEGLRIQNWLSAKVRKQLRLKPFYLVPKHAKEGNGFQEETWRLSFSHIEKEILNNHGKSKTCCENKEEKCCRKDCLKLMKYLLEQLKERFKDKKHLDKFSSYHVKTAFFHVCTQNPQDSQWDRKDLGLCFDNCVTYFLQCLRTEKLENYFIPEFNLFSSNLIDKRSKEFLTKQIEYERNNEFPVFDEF
# mcGAS inh: inhibitors of mouse cGAS; inhibition, % at 12.5 µM; Q8C6L5; 0.15% of 160,000 active; AID 1259399; recombinant cGAS, Kinase-Glo ATP depletion luminescence;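 note: 0% = negative control wells and 100% = reference inhibitor with no enzyme activity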
# NPYLR7 agonist: activates Aedes aegypti NPYLR7 receptor; HEK293T NPYLR7/Galpha15, GCaMP6s calcium fluorescence; 0.15% of 270,000 active; activation, % at 10 µM; in the data active = activation above about 40%;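 note: 0% = vehicle and 100% = reference agonist at the receptor; some compounds past the cut are filed as inactive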
# Numbers without * were called inactive; . = no result given. Cut-off read from the data, not from the text of the source, unless noted: active = inhibition above about 40%; inactive = the rest.
nr	mol	hcGAS lum	mcGAS inh	NPYLR7 agonist
1	CN(C)CCn1nnc2c(=O)oc3ccccc3c21	5.7	.	-13.9
2	Cc1nn(C)c(C)c1CC(=O)Nc1nc(-c2ccccc2)cs1	-6.3	-6.6	-0.7
3	N#Cc1cccc(NC(=O)NCc2nc(-c3ccncc3)cs2)c1	2.6	.	-3.3
4	COc1ccc(CCOC(=O)C2CCCCN2C(=O)CCC(=O)N2CCc3ccccc32)cc1OC (configuration not stated)	-1.8	-3.5	-15.4
5	COc1ccc(C(=O)CN2CCC(C(=O)NC(c3ccc(F)cc3)c3ccc4ccccc4n3)CC2)cc1 (configuration not stated)	-2.7	-5.4	5.2
6	O=C(CCC1CCCC1)N1CCN(C(=O)c2ccco2)CC1	-1.6	-2.3	1.3
7	N#Cc1cccc(NC(=O)N2CCC3(CC2)C(=O)N(CC(=O)NCc2ccc4c(c2)OCO4)CN3c2ccccc2)c1	-14.4	-6.4	-4.0
8	O=C(NC1CCN(c2ccccc2C(=O)NC2CCCc3ccccc32)CC1)c1ccc(F)cc1F (configuration not stated)	-3.3	-5.5	20.8
9	CC1CCN(C(=O)COC(=O)c2ccc(Cl)c(S(=O)(=O)N(C)c3ccc(Cl)cc3)c2)CC1	-6.7	-4.6	-6.0
10	CN(C(=O)Cn1ccc(=O)[nH]c1=O)C1CCCc2ccccc21 (configuration not stated)	-4.2	.	0.0
11	O=S(=O)(NC1CCc2[nH]c3ccccc3c2C1)c1ccc(Oc2ccc(S(=O)(=O)NC3CCc4[nH]c5ccccc5c4C3)cc2)cc1 (configuration not stated)	-2.9	0.1	-7.8
12	CCn1c(C2CCCN(C(=O)c3sccc3NC(C)=O)C2)nn(C)c1=O (configuration not stated)	-2.6	.	-4.6
13	N#Cc1ncn(Cc2nc3scc(-c4ccc(Br)cc4)c3c(=O)[nH]2)n1	12.1	.	-10.2
14	Cc1cccc(-c2nc3c(C)cccn3c2NC2CCCCC2)c1	-2.1	-5.1	1.0
15	Clc1cccc(OCCN2CCC(n3ccnc3)CC2)c1	-15.7	.	-0.6
16	COCc1c(Br)c(C)nc(OCC(=O)N/N=C\c2ccc(-c3ccc(Cl)c([N+](=O)[O-])c3)o2)c1C#N	-2.8	-4.7	14.9
17	O=C(NC1CC1)C(c1ccccc1)N1CCN(S(=O)(=O)c2ccccc2F)CC1 (configuration not stated)	1.8	.	2.6
18	O=C(NCc1cccnc1)C1COC2(CCN(C(=O)c3ccccc3Cl)CC2)N1C(=O)c1cccc(F)c1 (configuration not stated)	-3.1	-9.2	.
19	O=c1[nH]c(N2CCCC(CN3CCOCC3)C2)ncc1F (configuration not stated)	-5.3	.	4.7
20	O=C(NCc1nncn1C1CC1)c1ccc(F)c(C(F)(F)F)c1	-1.8	.	-1.4
21	COc1ccc(C2c3cc(OC)c(OC)cc3CCN2C(=O)C2CCC2)cc1OC (configuration not stated)	3.4	3.4	-0.5
22	COc1ccc(-c2csc(-n3[nH]c(C)c(N=Nc4ccc(C(=O)O)cc4)c3=O)n2)cc1	0.4	-3.2	0.0
23	O=C(NCc1ccncc1)c1csc(CSc2nnc(-c3ccccc3Cl)n2-c2cccc(Cl)c2)n1	-1.0	-4.6	15.9
24	O=C(CCC1CCN(C(=O)c2ccc(Cn3cnnn3)cc2)CC1)NC1CC1	-10.6	.	5.7
25	Cc1nn(Cc2ccc(F)cc2)c2n[nH]c(NC(=O)C(Cc3ccccc3)NC(=O)c3ccco3)c12 (configuration not stated)	0.4	.	0.3
26	Nc1ccncc1[N+](=O)[O-]	-4.3	.	0.6
27	Cc1cc(=O)[nH]c(-n2nc(C3CC3)cc2NC(=O)c2ccc(F)c(F)c2)n1	-9.9	.	3.1
28	O=C1C=CC(c2nc3c4cnn(-c5cccc(Cl)c5)c4ncn3n2)=C(O)C1	-0.6	-4.9	-6.6
29	C=CCn1c(SCc2ccccc2CS(=O)(=O)c2ccccc2)nnc1-c1cc(-c2ccccc2)nc2ccccc12	-1.7	-5.8	-6.9
30	COc1c(C)cc(CN(C)C(=O)NCc2ccccn2)cc1C	5.0	-4.1	1.6

# One compound at a time, as listed above. Values in the order: hcGAS lum	mcGAS inh	NPYLR7 agonist
# `O=S(=O)(NC1CCc2[nH]c3ccccc3c2C1)c1ccc(Oc2ccc(S(=O)(=O)NC3CCc4[nH]c5ccccc5c4C3)cc2)cc1` (configuration not stated) as listed: -2.9	0.1	-7.8
# `C=CCn1c(SCc2ccccc2CS(=O)(=O)c2ccccc2)nnc1-c1cc(-c2ccccc2)nc2ccccc12` as listed: -1.7	-5.8	-6.9
# `O=C(CCC1CCCC1)N1CCN(C(=O)c2ccco2)CC1` as listed: -1.6	-2.3	1.3

# The listing picks up, repeating the 2 entries before the break.
nr	mol	hcGAS lum	mcGAS inh	NPYLR7 agonist
29	C=CCn1c(SCc2ccccc2CS(=O)(=O)c2ccccc2)nnc1-c1cc(-c2ccccc2)nc2ccccc12	-1.7	-5.8	-6.9
30	COc1c(C)cc(CN(C)C(=O)NCc2ccccn2)cc1C	5.0	-4.1	1.6
31	CC(C)(C)c1ccc(-c2noc3nc(Cc4ccccc4)nc(N4CCCN(C(=O)c5ccco5)CC4)c23)cc1	-6.2	-4.4	19.6
32	CC(C)(C)NS(=O)(=O)c1ccc(C#N)cc1	-8.0	.	2.6
33	Cc1cc(C)n(CC(C)NCC(=O)Nc2ccc(Cl)cc2F)n1 (configuration not stated)	-2.1	.	0.5
34	CC(C)C1CN(C(=O)c2n[nH]c3c2CN(C)CC3)CCC(=O)N1CC1CC1 (configuration not stated)	1.3	.	-0.4
35	Cc1cc(CN2CCCC(C(=O)Nc3ccccc3Oc3cccnc3)C2)oc1C (configuration not stated)	-5.1	.	12.3
36	COCCNc1cc(C)nc2c(-c3ccc(C)cc3)c(C)nn12	-7.7	-5.7	2.6
37	Cc1cccc(NC(=O)CCCN2C(=O)c3cccc4cccc(c34)C2=O)n1	-0.1	.	3.6
38	CCc1nc(N2CCN(C(=O)COc3ccccc3)CC2)c2c(C)c(C)sc2n1	2.2	-0.2	-8.3
39	CCn1c(CC2CCN(Cc3c[nH]c4c(C)cccc34)CC2)nn(C)c1=O	-3.2	-2.5	5.9
40	CCCCCCn1c(C)c(C)n2c3c(=O)[nH]c(=O)n(C)c3nc12	-6.2	.	-1.6
41	CCN(CC)c1ncccc1CNc1ccc(C(=O)OC)cn1	-4.7	.	19.7
42	CCOC(=O)N1CCc2c(nc(-c3ccc(F)cc3)n(CC(=O)Nc3ccc(OCC)cc3)c2=O)C1	-3.3	.	1.3
43	CN(C)c1nc(N(c2ccccc2)c2ccccc2)nc(-n2cccc2)n1	-2.7	.	0.1
44	Cc1csc(N(C)C(=O)C2CC(c3c(F)cccc3F)=NO2)n1 (configuration not stated)	0.7	-12.3	-1.6
45	COc1ccc(/C=N\NC(=O)CSc2nc3ccccc3s2)c(OC)c1OC	-6.4	-8.2	19.0
46	COCCNC(=O)c1cccc(OC2CCN(CC(C)CCC=C(C)C)CC2)c1 (configuration not stated)	-2.4	.	5.9
47	COc1ccc2cc(C3CN(Cc4nnc(C(C)C)o4)CCO3)ccc2c1 (configuration not stated)	0.1	-2.3	-6.3
48	O=C(COc1ccc(CN2CCC3(CCOCC3)CC2)cc1)N1CCCC1	-6.1	.	-2.0
49	O=C(CN(C(=O)c1ccc([N+](=O)[O-])cc1)C1CC1)N(CCc1c[nH]c2ccccc12)Cc1ccc(C(F)(F)F)cc1	-5.9	-4.4	-2.6
50	Cc1ccc(-c2cccc(C(C)N(C)C)c2)nn1 (configuration not stated)	-4.6	-17.2	7.8
51	COc1ccc(NS(=O)(=O)c2cc(C(=O)O)c(Br)cc2F)cn1	-9.2	.	16.2
52	COc1cccc(C2=NN(C(=O)CN3CCc4ccccc4C3)C(c3ccccc3C)C2)c1 (configuration not stated)	-7.8	-5.4	20.9
53	CCCCc1c(C)c(C#N)c2nc3ccccc3n2c1-n1ccnc1	-3.3	.	-6.0
54	Cc1sc2nc(CN(Cc3ccco3)CC(O)COCc3ccccc3)[nH]c(=O)c2c1C (configuration not stated)	-7.7	-6.0	13.5
55	O=C(c1ccccc1F)N(Cc1ccc(C(F)(F)F)cc1)CC1CC(c2cccc(F)c2)=NO1 (configuration not stated)	-0.8	-5.5	0.8
56	COc1c(C)cc(C(=O)C2CCCN(Cc3cccc4nccnc34)C2)cc1C (configuration not stated)	-2.5	.	-4.8
57	COc1ccc(S(=O)(=O)N2CCc3c(ncnc3N(C)C)C2)c(OC)c1	-11.2	.	6.5
58	COc1ccc(C(=O)N(CCN2CCOCC2)CC(=O)N(Cc2ccc3c(c2)OCO3)Cc2ccc(C)o2)c(OC)c1	-2.3	-5.3	2.6
59	O=C(c1ncccc1O)N1CCCC(CCc2c(F)cccc2F)C1 (configuration not stated)	-8.1	.	-1.1
60	COc1ccc(OC)c2sc(N(CCCN(C)C)C(=O)c3cccc(Cl)c3)nc12	-6.7	-7.8	7.2
61	Cc1c(C(=O)C(=O)N2CCN(c3ccc([N+](=O)[O-])cc3)CC2)c2ccccc2n1C	-1.1	-2.5	5.3
62	O=C(Nc1ccccn1)C1CCN(c2ccc(-c3ccccc3)nn2)CC1	-3.4	-8.6	-4.3
63	Cc1ccc(C(=O)N(CCN2CCOCC2)Cc2nccn2Cc2cc(C)ccc2C)cc1	-6.0	-4.5	3.4
64	CCCc1c(C)nn(-c2ccc(C(=O)NCCNc3ccc([N+](=O)[O-])cn3)cc2)c1C	-5.0	-3.2	-0.6
65	O=[N+]([O-])c1c(NCc2ccccc2)cc(N2CCCCC2)c2nonc12	-6.4	-8.8	-1.5
66	CCOC(=O)C1=C(C)NC2=C(C(=O)CCC2)C1c1coc2ccccc2c1=O (configuration not stated)	-1.0	-5.1	-9.8
67	N#C/C(=C\c1cccc(F)c1)c1nc(N)nc(Nc2ccccc2)n1	-2.0	-7.3	0.5
68	CCn1cc(C(CC(=O)NCCCOC)c2ccc(Cl)cc2)c2ccccc21 (configuration not stated)	-4.1	-3.9	34.1
69	Cc1ccccc1CSc1nnc(CNC(=O)Nc2ccc([N+](=O)[O-])cc2)n1-c1cc(Cl)ccc1Cl	-2.7	-4.9	-0.6
70	CCCC1(CC)NC(=S)N(CCC(C)C)N1 (configuration not stated)	-10.0	.	0.8
71	COCCN(C(=O)Cc1cccc(F)c1)c1ccc(OC)c(OC)c1	-4.0	.	8.5
72	CC(C)NC(=O)N(Cc1cccc(C(F)(F)F)c1)CC1CC(c2ccc(Cl)c(Cl)c2)=NO1 (configuration not stated)	-6.7	-8.9	21.8
73	Cc1ccsc1-c1nc(COc2ccc(N(C)S(C)(=O)=O)cc2)c(C)o1	-4.0	-10.8	10.8
74	Cc1c2c(nc3sc4c(O)cc(=O)[nH]c4c13)CCC2	-1.3	0.1	10.2
75	Cc1ccc(-n2nnc3c(=O)n(CC(=O)c4ccc(Cl)cc4)cnc32)cc1	-2.2	.	7.4
76	CC1N=C2c3ccccc3N=C(SCc3cc(=O)n4ccccc4n3)N2C1=O (configuration not stated)	-5.6	.	9.0
77	CC(C)C(NC(=O)C1CCN(S(=O)(=O)c2cccs2)CC1)c1cccs1 (configuration not stated)	-4.7	.	26.1
78	CC(c1ccc(S(N)(=O)=O)cc1)N(C)C(=O)/C=C/c1cc(Cl)c2c(c1)OCO2 (configuration not stated)	1.2	.	-0.1
79	CC(C)(C)c1ccc(CC(=O)N2CCC2(C)C(=O)NS(=O)(=O)c2cccc(F)c2)cc1 (configuration not stated)	-2.5	-2.6	-6.3
80	CC1CCN(C(=O)CSc2nnc(Cc3ccccc3)n2-c2cccc(C(F)(F)F)c2)CC1	-1.5	2.6	.
81	Oc1oc(-c2ccccc2)nc1C=Nc1cc(Cl)ccc1Cl	-3.9	.	-2.1
82	CCOc1ccc(-c2ccnc(N3CCN(C(=O)c4ccccc4OC(F)(F)F)CC3)n2)cc1	-3.0	-5.6	2.2

# Reprinted at random: two entries already listed.
nr	mol	hcGAS lum	mcGAS inh	NPYLR7 agonist
20	O=C(NCc1nncn1C1CC1)c1ccc(F)c(C(F)(F)F)c1	-1.8	.	-1.4
56	COc1c(C)cc(C(=O)C2CCCN(Cc3cccc4nccnc34)C2)cc1C (configuration not stated)	-2.5	.	-4.8
